Assay outcomes deposited in PubChem by National Center for Advancing Translational Sciences (NCATS).
Shiga inhibitor – blocks Shiga toxin action in Vero cells; Vero cells, Shiga toxin protein synthesis inhibition reporter; inhibition, % at 38.7 µM; 290,000 compounds, 9.2% hits; AID 2315; in the data active = inhibition mostly above about 28%, no sharp cut-off; inactive = mostly below about 43%; note: 0% is about no effect
Sm TGR block – inhibitors of Schistosoma mansoni thioredoxin glutathione reductase; purified TGR, DTNB reduction, TNB absorbance 405 nm; Potency, µM (highest dose often 114 µM), without a hit: at the highest dose activity change, negative = inhibition, hits mostly inhibitors; 360,000 compounds, 3% hits; AID 485364; note: potency is the fitted concentration of half-maximal effect; % is set by controls: 0 for no effect and ±100 for the full control effect; nearly all actives have a fitted effect of over 60% in size
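First, TGR (20 nM dispensed) and NADPH were mixed with compound. Second, a 15 min room-temperature incubation followed. Third, further NADPH and then DTNB were added to start the reaction. Finally, TNB absorbance was monitored kinetically.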
Giardia FBPA inh – inhibitors of Giardia lamblia fructose-1,6-bisphosphate aldolase. 290,000 compounds, 0.71% hits. Potency, µM (top dose mostly 59.6 µM), inactives show at the highest dose activity, negative = inhibition, actives largely listed as inhibitors. purified Giardia FBPA. A8B2U2; note: potency is the fitted concentration of half-maximal effect; % is set by controls: 0 for no effect and ±100 for the full control effect; nearly all actives have a fitted effect of over 55% in size
Target sequence (A8B2U2 whole entry, looked up): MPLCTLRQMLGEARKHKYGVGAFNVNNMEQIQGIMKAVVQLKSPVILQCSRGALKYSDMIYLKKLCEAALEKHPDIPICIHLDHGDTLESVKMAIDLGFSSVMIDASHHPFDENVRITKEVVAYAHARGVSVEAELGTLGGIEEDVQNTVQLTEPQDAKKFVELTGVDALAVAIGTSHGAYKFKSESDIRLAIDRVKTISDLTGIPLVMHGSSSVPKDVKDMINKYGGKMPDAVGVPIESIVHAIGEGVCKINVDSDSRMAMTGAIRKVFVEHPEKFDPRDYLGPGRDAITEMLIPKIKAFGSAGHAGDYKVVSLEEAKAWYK
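40 nM FBPA preincubated 10 min at RT with compound (up to 57.5 uM final), then substrate plus GAPDH/TPI/NAD/arsenate coupling and diaphorase/resazurin added. Fluorescence read after 20 min at RT, 525/598 nm.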
Pf growth 48h – inhibits P. falciparum growth in the first generation, 48 h; Potency, µM (doses to about 28.7 µM), for inactives: top-dose activity change, negative = inhibition, actives largely listed as inhibitors; P. falciparum luciferase growth in erythrocytes, 48 h; 310,000 compounds, 5.9% hits; note: potency is the fitted concentration of half-maximal effect; % is set by controls: 0 for no effect and ±100 for the full control effect
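First compound was added to culture medium, then infected red cells at 0.1% parasitemia and 2% hematocrit (final). After incubation at 37 C under 5% CO2, luciferase detection reagent was dispensed and light output recorded.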
CHX counter – counter-screen hit for Shiga toxin inhibitors, cycloheximide. cell reporter, cycloheximide protein synthesis inhibition counterscreen. max response, %. 300,000 compounds, 12% hits; in the data active = max response mostly above about 13%, no sharp cut-off; inactive = mostly below about 14%; note: read at 38.3 µM for the half of the compounds with a filed dose; 0% is about no effect
Pf growth 96h – inhibits malaria parasite growth, 96 h | P. falciparum luciferase reporter growth, 96 h | Potency, µM (top dose mostly 28.7 µM), inactives show at the highest dose activity change, negative = inhibition, hits mostly inhibitors | 320,000 compounds, 6.9% hits; note: potency is the fitted concentration of half-maximal effect; % is set by controls: 0 for no effect and ±100 for the full control effect
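Erythrocytes infected with luciferase-expressing P. falciparum were dispensed at 2% hematocrit and 0.05% parasitemia (final), then incubated with compounds 96 hours at 37 C in 5% CO2. Luminescence after detection reagent addition reported growth.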
* hit, by the source's call; i = inactive; ? = inconclusive; . = no result given; [ ] = another dose, or the depositor's remark. Unless noted, calls come from the whole dose curve; as a rule, active = well fitted curve in the direction sought with a large enough effect; inconclusive = small, poorly fitted or top-dose-only effect, or another doubt; inactive = no such curve, though single readings can be large; an effect the other way counts as inactive or inconclusive.

SMILES	Shiga inhibitor	Sm TGR block	Giardia FBPA inh	Pf growth 48h	CHX counter	Pf growth 96h
CC(Oc1ccccc1[N+](=O)[O-])C(=O)N/N=C/c1ccoc1 (configuration not stated)	-29	-20%	.	15%	-2	40%[activator]
O=C(CN1CCCCC1)Nc1ccccc1C(=O)NC1CC1	.	-4%	.	14%	.	11%
COc1ccc(NC(C)=O)cc1NS(=O)(=O)c1ccc2c(c1)OCCO2	.	1%	.	?	.	-6%
COCCn1c(-c2ccc(C)cc2)nc2oc3cc(OC)ccc3c(=O)c2c1=O	-4	-12%	14%	4.1µM*	-1	?
Clc1ccc(-c2csc(N/N=C\c3cccnc3)n2)cc1	11	-21%	-5%	?	28*	37%
COc1nc(Nc2ccccc2F)nc(OC)n1	21	10%	15%	19%	12*	11%
Cc1cc(C2C(C#N)=C(N)SC(N)=C2C#N)c(C)s1	-11	?	?	-3%	-2	.
O=C(NCCCN1CCCC1=O)c1cccc(Oc2ccccc2)c1	32	16%	-2%	-22%[1.15 µM]	-3	-45%[1.15 µM]
OC(CNCC1CCCO1)Cn1c2ccccc2c2ccccc21 (configuration not stated)	-6	-15%	2%	4.7µM*	-2	?
CCOc1cc(/C=N/NC(=O)c2ccc(N(C)S(=O)(=O)c3ccccc3)cc2)ccc1OC	19	20%	7%	-16%	-2	-1%
O=C(O)c1ccccc1NC(=O)c1ccccc1-c1ccccc1C(=O)O	-1	-12%	-7%	12%	2	-44%
CC(NC(=O)c1ccco1)C(=O)N1CCCCC1 (configuration not stated)	-19	1%	.	12%	-2	?
CNC(=O)C(=O)Nc1c(C)cc(C)cc1C	24	-3%	3%	12%	-2	55%[activator]
COC(=O)c1ccc(/C=N/Nc2nc(-c3ccc(Cl)cc3Cl)cs2)cc1	17	.	3%	8%	-2	23%
CC(OC(=O)c1n[nH]c2ccccc12)C(=O)NC1CCCCC1C (configuration not stated)	.	-1%	.	?	.	?
CCCN(CCC)CCCNC(=O)C1c2cc(OC)c(OC)cc2C(=O)N(C)C1c1cccs1 (configuration not stated)	-13	-24%	-1%	.	7	28%
COc1ccc(C(CNC(=O)COc2ccccc2-c2ccccc2)N2CCOCC2)cc1 (configuration not stated)	-15	-3%	1%	?	-3	?
COc1ccc(-c2cc3c(=O)n(CC(=O)NCCCN4CCN(Cc5ccccc5)CC4)ncn3n2)cc1	31	9%	.	29%	28*	-2%
Cc1noc(C)c1COC(=O)c1ccccc1Sc1ccccc1C#N	-10	-1%[11.4 µM]	-1%	.	0	12µM*
O=C(Nc1ccccc1F)C1COc2ccccc2O1 (configuration not stated)	43*	1%	12%	8%	33*	?

Single values from above.
CCOc1cc(/C=N/NC(=O)c2ccc(N(C)S(=O)(=O)c3ccccc3)cc2)ccc1OC in Sm TGR block: 20%
CNC(=O)C(=O)Nc1c(C)cc(C)cc1C in Giardia FBPA inh: 3%
O=C(NCCCN1CCCC1=O)c1cccc(Oc2ccccc2)c1 in Pf growth 96h: -45%[1.15 µM]
Cc1cc(C2C(C#N)=C(N)SC(N)=C2C#N)c(C)s1 in Pf growth 48h: -3%
COc1nc(Nc2ccccc2F)nc(OC)n1 in Sm TGR block: 10%

Further results follow.
SMILES	Shiga inhibitor	Sm TGR block	Giardia FBPA inh	Pf growth 48h	CHX counter	Pf growth 96h
CCCCOC(=O)C1=C(N)N2C(=O)C(C)SC2=C(C(=O)OCC)C1c1ccc(O)c(OC)c1 (configuration not stated)	2	-4%	-12%	?	-3	0%
CC(=O)NCCOc1nc(N(C)C)nc(N(C)C)n1	-14	10%	7%	5%	-1	-2%[5.75 µM]
COc1ccc(CN2CCC(=O)N([C@H](CO)c3ccccc3)CC2)cc1	19	2%	7%	16%	-3	?
CC(C)N1CCc2c(sc(NC(=O)c3cc(-c4cccs4)nc4ccccc34)c2C(N)=O)C1	-23	-11%	-8%	?	-2	?
CCN1CCN(c2ccc(S(=O)(=O)N(CC)CC)cc2[N+](=O)[O-])CC1	-2	?	-3%	-6%	-2	3%
Clc1ccc(C(CCN2CCCC2)Cc2ccccc2)cc1 (configuration not stated)	-8	-2%	?	?	-3	?
O=C(NC(=S)NN1CCCCC1c1cccnc1)c1ccc(Cl)cc1Cl (configuration not stated)	3	-29%	?	?	1	?
NC(=O)Cn1cc(/C=N\NS(=O)(=O)c2ccc(F)cc2)c2ccccc21	-22	-8%	.	25%	9	?
CCC(C)c1ccccc1NC(=O)CN1CCN(C/C=C/c2ccccc2)CC1 (configuration not stated)	-5	-3%	4%	?	-1	13µM*
CCCC/C=C1\CCc2c([nH]c3ccccc23)C1=O	57*	2%	-4%	52%[activator]	32*	2%
CCCCn1c(-c2nn(C)cc2Cl)n[nH]c1=S	-4	13%	-10%	1%	-2	82%[activator]
CCOC(=O)c1[nH]c(COC(=O)CCOc2ccccc2OC)c(C(=O)OCC)c1C	5	2%	.	66%[activator]	1	150%[activator]
CCOC(=O)C1CCN(S(=O)(=O)c2cccc(-c3cn4cc(C)ccc4n3)c2)CC1	-10	1%	-3%	12%	1	?
Cc1ccccc1C(=O)c1c[nH]c(C(=O)NCC2CCCO2)c1 (configuration not stated)	-1	1%	4%	5%	-2	-10%
c1ccc(Cc2nnc3sc(-c4cccs4)nn23)cc1	17	-2%	13%	?	7	17%
Cc1cc(SCC(=O)Nc2ncc(Cl)cc2Cl)nc2ccccc12	5	3%	-6%	17%	-3	-17%
COc1cc(C2NC(=S)NC(C)=C2C(=O)c2ccccc2)ccc1O (configuration not stated)	18	-3%	1%	-7%	-3	-10%
CC(C)CC(=O)NC(=S)NCCc1ccccc1	57*	?	-10%	?	26*	?
CC(O)CNC(=O)c1ccc(-c2nn(C)c(=O)c3ccccc23)cc1 (configuration not stated)	-7	2%	-1%	.	-2	7%
O=C(Cc1ccc2c(c1)OCCO2)c1c(O)cc(O)cc1O	57*	0%	18%	40%[activator]	32*	-1%

2 compounds from above, limited to Pf growth 96h.
compound | Pf growth 96h
O=C(Cc1ccc2c(c1)OCCO2)c1c(O)cc(O)cc1O | -1%
COc1ccc(CN2CCC(=O)N([C@H](CO)c3ccccc3)CC2)cc1 | ?

(continued)
SMILES	Shiga inhibitor	Sm TGR block	Giardia FBPA inh	Pf growth 48h	CHX counter	Pf growth 96h
O=C(CCC1CCCN(C(=O)c2ccsc2)C1)NCc1ccc(F)c(F)c1 (configuration not stated)	16	?	7%	14%	10	?
COC(=O)C1=C(C)NC(C)=C(C(=O)OC)C1C(=O)OCC(=O)c1ccc(Br)cc1	.	1%	.	-24%	.	-24%
COc1ccc(/C(N)=N/OC(=O)C2CCC(=O)N2S(=O)(=O)c2ccc(C)cc2)cc1OC (configuration not stated)	-7	3%	1%	3%	-2	179%[activator]
COc1ccc(CSc2nnnn2C)cc1[N+](=O)[O-]	-44	8%	2%	-14%	-3	?
O=C(Cc1ccc([N+](=O)[O-])cc1)Nc1ccon1	-13	-4%	6%	7%	-2	?
COC(=O)c1cc(Oc2ccc(Cl)cc2Cl)ccc1[N+](=O)[O-]	10	.	-2%	.	13	.
Cc1nn(-c2ccccc2)c(C)c1NS(=O)(=O)c1ccccc1	-13	4%	-2%	?	-2	.
Cc1ccc(C(C)NC(=S)NCc2ccc(F)cc2)cc1C (configuration not stated)	-8	2%	-1%	-18%	8	-2%
Cc1cccc(NC(=O)CCc2nc3sc4c(c3c(=O)[nH]2)CCCC4)c1	.	-3%	.	10%	.	3%
O=C1NC(=O)N(c2ccccc2)C(=O)/C1=C/c1ccc([N+](=O)[O-])s1	16	5.6µM*	?	-4%	6	-8%
Cc1ccc2[nH]c(C)cc(=O)c2c1	i	.	-10%[136 µM]	.	-1	.
O=C(OCC(=O)N1CCN(C(=O)c2ccco2)CC1)c1cc(-c2ccco2)nc2ccccc12	-11	5µM*	?	53%[activator]	-2	?
N#Cc1c(NC(=O)Cn2nc(C(F)(F)F)c3c2CCCC3)sc2c1CCC2	5	-1%	-9%	108%[activator]	-1	-14%
Cc1cc(OC(=O)c2cccc(F)c2)c([N+](=O)[O-])c(=O)[nH]1	2	-3%	.	2%	1	-3%
Cc1cc(C)cc(NC(=O)c2cccc(NC(=O)C3C4CC5OC(=O)C3C5C4)c2)c1 (configuration not stated)	-5	4%	14%	.	5	0.074µM*
O=C(NCc1cccs1)Nc1ccc2c(c1)OCO2	69*	1%	4%	132%[activator]	40*	-2%
Cc1cc(C)n(C(=O)c2ccc(C)c(S(=O)(=O)N3CCCC3)c2)n1	-7	-10%	2%	-9%	-1	0%
CCCCn1c(O)c(C=NCCN2CCCCC2)c(=O)[nH]c1=O	-7	?	-2%	11%	-2	120%[activator]
COc1ccc(N(CC(=O)Nc2ccc(OC)c(Cl)c2)S(=O)(=O)c2c(C)noc2C)cc1	-14	4%	-11%	8.3µM*	-4	27%
COc1ccc(NC(=O)NCc2ccc3c(c2)OCO3)c(OC)c1	-10	2%	2%	2%	-3	83%[activator]
CC(C)(C)Cc1nnc(NC(=O)Cc2ccc([N+](=O)[O-])cc2)s1	11	-13%	1%	21%	0	19%
COc1ccccc1-c1nc(SCC(=O)N2CCOCC2)n[nH]1	-2	7%	5%	18%	-1	4%
C=C(C)C(=O)N1CC2(CC(c3cccc(NC(=O)c4ccccc4)c3)=NO2)C[C@@H]1C(N)=O (some centres not stated)	-25	-36%	0%	31%[activator]	2	31%[activator]
CCn1cc(C(=O)NCCCOC)c(=O)c2cc(S(=O)(=O)N3CCC(C)CC3)ccc21	-3	-18%	0%	-12%	-6	-28%
Cc1ccc(NC(=O)CNC(=O)c2ccccc2F)cc1Cl	13	0%	14%	41%[activator]	16	51%[activator]
O=[N+]([O-])c1ccc(Nc2ccccn2)c([N+](=O)[O-])c1	-2	-14%	0%	54%[activator]	14	.
CC(C)Oc1ccc(CNC(=O)CCC(=O)N2CCSc3ccccc32)cc1	-2	-4%	15%	13%	2	37%[activator]
COc1ccc(-c2nnc(SCC(=O)Nc3nc4ccccc4s3)n2C)cc1	-13	32%	10%	0%	2	.
Cc1ccccc1NC1=C(Cl)C(=O)OC1OC(=O)c1ccco1 (configuration not stated)	10	-27%	-3%	.	-3	?
CCOC(=O)C1(CC2CC2)CCN(S(=O)(=O)/C=C/c2ccccc2)CC1	-1	0%	6%	-18%	3	?
CC(C)CN(Cc1c(O)ccc2ccccc12)CC(C)C	15	.	-12%	-10%	-1	0%
Cc1ccc(/C=N/NC(=O)Cc2ccc(O)cc2)s1	26	-1%	-4%	6%	27*	7.4µM*
CCCSc1nc(SCC(=O)NCc2ccccc2)c2c3c(sc2n1)COC(C)(C)C3	-2	4%	4%	?	-5	?
CCNc1nc(NCC)n2c(SCC(=O)Nc3ccc(C(F)(F)F)cc3[N+](=O)[O-])nnc2n1	-3	-26%	-8%	?	-2	?
COc1cc(OC)c(C2Oc3nc(SC)nnc3-c3ccccc3N2C(C)=O)cc1OC (configuration not stated)	-3	10%	2%	.	-1	-19%
CCCC(=O)N1CCN(c2ccc(NC(=O)c3ccc4c(c3)OCCO4)cc2)CC1	-3	-2%	5%	?	1	?
O=c1[nH]c(/C=C/c2ccc(OC(F)F)cc2)nc2c1cnn2-c1ccccc1	19	.	0%	-4%	-1	5%
NC(=O)CCCC1=NS(=O)(=O)c2ccccc2N1	-6	-1%	-4%	12%	-2	21%
Cc1cccc(C)c1NC(=O)CNC(=O)c1ccc(COc2ccccc2)cc1	.	4%	.	0%	.	8%

This is a random part of the collection. About 24% of those tested had a hit in this group.
